High-throughput results (PubChem BioAssay)
aDG glyco act = alpha-DG glycosylation activation; Pro5-aDG cells, alpha-DG glycosylation AlphaScreen (IIH6); 0% Pro5, 100% B10-LARGE cell signal; activation, % at 10 µM; 0.22% of 360,000 active; AID 624168;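 active = activation of at least 8% versus controls, or a plate z-score of at least 8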;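 note: Pro5 are CHO cells carrying HIG-tagged alpha-DG that lacks glycosylation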
HIF-2a inh = blocks HIF-2a reporter activity; 786-0 RCC cells HIF-2a reporter, luciferase luminescence, overnight; inhibition, % at 18.8 µM; 0.72% of 360,000 active; AID 624352;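 active = inhibition of the luminescence signal of 40% or more relative to plate controls, in a single-dose primary screen at 18.75 µM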
Peg3 promoter = inhibitors of Peg3 promoter. HeLa PEG-Prom luciferase reporter, luminescence, overnight. inhibition, % at 20 µM. 1.7% of 360,000 active;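 active = inhibition of at least 50% at 20 µM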
NR2E3 ag-1 = activates human NR2E3 receptor | Q9Y5X4 | inhibition of corepressor binding, % at 3.98 µM | CHO-S Gal4-NCOR/VP16-NR2E3 two-hybrid, luciferase | AID 602229 | 0.35% of 360,000 active;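 active = inhibition above the mean of all tested compounds plus 3 SD, cut at about 70% in these data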;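 note: 0% = DMSO with NR2E3 transfected cells and 100% = cells lacking NR2E3 construct; higher means lower luciferase signal from less NR2E3 corepressor binding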
Target sequence (Q9Y5X4 whole entry, looked up, the tested form may be a part): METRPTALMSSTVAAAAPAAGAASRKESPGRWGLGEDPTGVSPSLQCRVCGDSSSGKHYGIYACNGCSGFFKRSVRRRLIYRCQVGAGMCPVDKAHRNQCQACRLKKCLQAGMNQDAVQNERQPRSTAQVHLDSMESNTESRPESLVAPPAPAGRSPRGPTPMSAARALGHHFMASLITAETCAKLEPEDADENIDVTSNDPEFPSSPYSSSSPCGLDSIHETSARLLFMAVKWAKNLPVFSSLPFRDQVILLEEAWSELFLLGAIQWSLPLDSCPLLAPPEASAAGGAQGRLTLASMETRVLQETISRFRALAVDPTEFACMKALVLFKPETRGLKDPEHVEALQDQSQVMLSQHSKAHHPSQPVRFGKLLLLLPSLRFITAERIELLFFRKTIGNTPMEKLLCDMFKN
CF NFkB inh = inhibitors of cystic fibrosis induced NF-kB | KKLEB NF-kB-GFP reporter, PAF-induced, GFP fluorescence overnight | inhibition, % at 5 µM | 0.86% of 360,000 active | AID 588850;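 active = at least 50% inhibition at 5 µM, scaled per plate between neutral and stimulator controls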;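 note: PAF is a Pseudomonas aeruginosa culture filtrate used as stimulus; plate controls were PAF-stimulated DMSO wells for no effect and unstimulated DMSO wells for full effect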
TWEAK Fn14 block = inhibitors of TWEAK-Fn14 interaction signaling | TWEAK-stimulated Fn14 reporter cells, luciferase luminescence, 8 h | inhibition, % at 10 µM | 2% of 360,000 active | AID 1159606; in the data active = inhibition above about 50%
iPSC survival up = enhancers of human iPSC single-cell survival | hiPSC single-cell survival, ATPlite luminescence; 100% = ROCK inhibitor wells, 0% = DMSO | survival enhancement, % at 20 µM | 0.044% of 360,000 active; in the data active = survival enhancement above about 18%;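 note: cells exposed to compounds for 16 hours before the ATP read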
TRPM1 prom inh = inhibitors of MITF-driven TRPM1 promoter in melanoma cells. SK-MEL-5 TRPM1 promoter luciferase, 24 h. inhibition, % at 12.5 µM. 0.83% of 330,000 active. AID 488899;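 active = mean inhibition across replicates of 60% or more, whatever share of single replicates reaches that level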; note: values of inactives mirror those of a sister screen read the other way
Shn3 3UTR inh = Schnurri-3 reporter inhibition in Clone20 osteoblasts | inhibition, % at 12.5 µM | Clone20 osteoblast Shn3 3'UTR firefly luciferase, 24 h | 0.52% of 360,000 active | AID 588674;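 active = mean inhibition of at least 75% with every replicate also reaching 75%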;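 note: 0% = median of neutral control wells and 100% = pilot-screen positive control compound; some compounds past the cut are filed as inactive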
NR2E3 ag-2 = agonists of human nuclear receptor NR2E3; Q9Y5X4; inhibition of corepressor binding, % at 4.78 µM; 0.12% of 320,000 active; AID 2300; GST-NR2E3/biotin-RetCOR TR-FRET, 1536-well;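 active = percent inhibition above the cutoff of mean plus 3 SD of all tested compounds, set per screening campaign, cut at about 20% in these data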;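 note: 0% = DMSO wells and 100% = biotin wells as full block of FRET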
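Assay system: NR2E3–RetCOR corepressor complex. Quantity: 1.35 nM GST-NR2E3. Buffer or medium: pH 7.5 Tris-based buffer. Reagent: biotinylated RetCOR corepressor at 7 nM final. Schedule: 5 h at 4 °C. Detection: TR-FRET, emission read at 617 and 671 nm. Replicates: one well per compound, singlicate testing.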
KKLEB tox = reduces viability of KKLEB cystic fibrosis airway cells | 0.36% of 360,000 active | KKLEB CF airway cells viability, ATPlite luminescence, overnight; active compounds read low; cells stimulated with P. aeruginosa culture filtrate | activity change (cytotoxicity), % at 5 µM;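 active = corrected activity change at or below -50% at 5 µM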
Active calls of the source: *; nt = no result given.

smiles,aDG glyco act,HIF-2a inh,Peg3 promoter,NR2E3 ag-1,CF NFkB inh,TWEAK Fn14 block,iPSC survival up,TRPM1 prom inh,Shn3 3UTR inh,NR2E3 ag-2,KKLEB tox
CCN(CC(=O)Nc1c(F)cccc1F)C(=O)CN1C(=O)NC2(CCCC2)C1=O,0.0,27,11,-14,4,0,-0.4,0,4,-1,8
COc1ccccc1C(=O)NC(=S)Nc1cc(C(=O)O)ccc1C,0.2,-4,-3,-26,28,21,-2.9,4,-3,2,-9
CCN(CC(=O)NCc1cccs1)C(=O)c1ccc(-c2ccccc2F)o1,-0.2,-84,-32,6,-7,-13,1.6,-27,-27,2,-5
Cc1cc(=O)oc(C)c1C(=O)NNC(=O)C1(C)CC1Br (stereo not drawn),0.2,10,3,7,6,-29,0.2,-2,nt,2,-5
Cc1ccc(CN(C(=O)c2cc3ccccc3oc2=O)C2CCS(=O)(=O)C2)cc1 (stereo not drawn),-0.3,-191,-197,-3,22,-11,-1.5,-40,-71,1,-14
COc1ccc(Cl)cc1NC(=S)NN1CCOCC1,-0.2,8,6,-2,1,-13,-0.3,8,-1,-1,11
COc1ccccc1NC(=O)CN1CCN(Cc2ccccc2)CC1,0.5,5,5,-9,3,5,11,15,-15,-3,-14
Cc1ccc(NC(=O)CN2CCc3ccccc3C2)cc1S(=O)(=O)N1CCOCC1,0.1,10,9,-2,5,-11,-0.7,5,-11,-1,2
CC(=O)Nc1ccc(S(=O)(=O)Nc2nc3ccccc3nc2Sc2nncn2C)cc1,-0.1,-93,-9,-14,-7,-2,0.0,6,-1,3,8
Cc1cccc(C(=O)NNC(=O)c2csc(N3CCOCC3)n2)c1C,-0.1,3,-9,-21,-5,-14,0.1,0,9,-1,1
CCn1nc(C(=O)N[C@@H](CCSC)c2nc3ccccc3[nH]2)c2ccccc2c1=O,0.0,-64,-64,-23,-5,-16,-0.2,-31,-19,3,-3
COc1ccc(C(c2nnnn2C2CCCCC2)N2CCN(c3ccccc3F)CC2)cc1 (stereo not drawn),0.2,2,19,-31,20,5,-3.1,-7,23,2,-11
CCCCC(=O)NC(Nc1ccc(C)cn1)(C(=O)OCC)C(F)(F)F (stereo not drawn),0.0,1,3,-8,-4,9,1.4,0,-25,2,3
CCOc1ccc(NC(=O)CS(=O)CC(=O)NC2CCCc3ccccc32)cc1 (stereo not drawn),0.2,26,14,0,1,7,-2.1,14,0,3,8
CC1=NNC(=O)C1CCC(=O)N/N=C\c1cccc(Cl)c1 (stereo not drawn),0.0,13,8,7,-14,-14,-0.3,10,-5,2,24

Next entries follow:
smiles,aDG glyco act,HIF-2a inh,Peg3 promoter,NR2E3 ag-1,CF NFkB inh,TWEAK Fn14 block,iPSC survival up,TRPM1 prom inh,Shn3 3UTR inh,NR2E3 ag-2,KKLEB tox
COc1cc2c(cc1OC)C(C)N(C(=O)CCNC(=O)c1ccccc1)CC2 (stereo not drawn),2.8,2,13,-14,-3,8,-0.6,10,-5,3,2
CCOCCOc1cc(NCc2ccccc2)c2ncn(C(C)C)c2c1,0.4,5,30,-14,7,-1,-1.7,8,-7,nt,0
c1ccc(C2c3c(ccc4ccccc34)Oc3ncn4nc(-c5ccco5)nc4c32)cc1 (stereo not drawn),0.0,11,-6,-17,21,27,-1.3,37,17,3,-23
CSc1ccc(CN(C)C(=O)CSCC(=O)Nc2cc(C)on2)cc1,0.5,7,15,-35,-19,4,-0.3,-24,-27,-4,15
CC(=O)Nc1ccc(S(=O)(=O)NCCc2csc(C)n2)cc1,0.0,-5,14,-15,3,-23,-1.1,-5,-11,2,12
O=C(O)c1cscc1Cc1cccs1,-0.1,4,2,-22,-6,-19,1.9,nt,6,nt,1
C=CCSc1nnc2c(n1)[nH]c1c(C)cccc12,0.4,-489,-329,-50,-32,36,-0.9,-55,-32,4,9
O=C(CCCn1c(SCC(=O)NCCc2ccccc2)nc2ccccc2c1=O)NCC1CCCO1 (stereo not drawn),0.0,8,14,7,-16,-9,-0.3,-7,-13,-1,11
O=C(/C=C(\O)c1ccccc1)C(=O)NNC(=O)c1ccccc1[N+](=O)[O-],-0.1,-9,-7,-36,-1,-7,-0.4,5,-24,3,4
Cc1ccccc1Nc1nnc(C)c(=O)[nH]1,0.0,6,-4,14,6,-2,-0.5,5,-9,0,-10
Cc1cc(C)nc(N(C#N)Cc2cccc3ccccc23)n1,0.3,14,21,-16,11,12,-2.8,-1,19,-3,-8
O=C(CNS(=O)(=O)c1ccccc1)NCC(=O)OCc1ccc(Br)cc1,-0.1,9,19,-9,-5,10,0.6,6,-12,4,-6
COc1ccccc1-n1c(SCC(=O)N2CCc3ccccc32)nc2c(c1=O)SCC2,0.7,2,-15,-33,6,5,-2.7,nt,12,4,-8
CC(=O)C1=C(C)NC(C)=C(C(C)=O)C1c1cn(-c2ccccc2)nc1-c1cccs1,-0.1,-2,0,-22,-3,-7,1.3,14,1,-2,1
CN(CCc1ccccc1)C(=O)c1cc(COc2cccc(C(F)(F)F)c2)on1,-0.2,-83,-10,-42,-16,-18,1.2,-24,14,nt,1

An excerpt from above in order of their number in Shn3 3UTR inh, lowest first.
| SMILES | Shn3 3UTR inh |
| --- | --- |
| CSc1ccc(CN(C)C(=O)CSCC(=O)Nc2cc(C)on2)cc1 | -27 |
| CC(=O)C1=C(C)NC(C)=C(C(C)=O)C1c1cn(-c2ccccc2)nc1-c1cccs1 | 1 |
| O=C(O)c1cscc1Cc1cccs1 | 6 |

The list goes on.
smiles,aDG glyco act,HIF-2a inh,Peg3 promoter,NR2E3 ag-1,CF NFkB inh,TWEAK Fn14 block,iPSC survival up,TRPM1 prom inh,Shn3 3UTR inh,NR2E3 ag-2,KKLEB tox
Cc1cc(S(=O)(=O)N2CCCC2C(=O)N2CCOCC2)c(C)cc1Cl (stereo not drawn),0.1,14,18,-8,3,-12,-0.5,-2,9,-1,-19
O=C(CC1SC(N2CCCC2)=NC1=O)Nc1ccc(C(=O)NCCc2ccc(F)cc2)cc1 (stereo not drawn),-0.1,4,-9,-27,-2,-9,-0.3,4,1,2,-17
COc1cc(C)ccc1OCc1cc(C(=O)N(C)CCCN2CCOCC2)no1,-0.1,-223,-289,-114,-3,-21,0.9,-144,-135,4,-6
CC1CN(S(=O)(=O)c2cccc(C(=O)Nc3ccccc3N3CCCC3)c2)CC(C)O1 (stereo not drawn),0.0,10,11,-5,0,-2,-0.4,15,26,0,-6
Cc1cc(C)c(C)c(OCC(O)CN2CCN(c3ccccn3)CC2)c1 (stereo not drawn),-0.4,8,8,-37,19,-7,1.0,4,-1,1,-11
COc1cc(NC(=O)CN2CCCCCC2)cc(OC)c1,0.0,7,-10,-18,-6,-2,-0.3,0,-12,0,3
O=C(CCc1nnc2ccc(NCc3ccco3)nn12)Nc1ccccn1,0.2,5,9,-6,11,23,-0.1,-20,9,1,-5
Cc1ccnn1C(C)C(=O)O (stereo not drawn),-0.5,4,-2,-8,12,-3,0.4,5,-17,4,1
COc1ccc(OCC(=O)Nc2cccc3cccnc23)cc1,0.1,-72,-22,-10,-9,-12,1.2,-15,-3,-1,5
COc1ccccc1C(=O)NC(=O)COC(=O)C1(C)CC1(Cl)Cl (stereo not drawn),0.1,6,-21,2,20,-23,0.3,-1,-10,3,-2
O=C(/C=C/c1cccc([N+](=O)[O-])c1)Nc1ccc(NC(=O)c2cccs2)cc1,-0.2,13,23,-25,-12,-3,-1.6,4,4,-3,2
O=C(C1CCN(S(=O)(=O)c2c(Cl)cccc2Cl)CC1)N1CCCC1,-0.2,11,8,2,-14,-1,17,0,-2,nt,-11
CN(c1ccccc1)S(=O)(=O)c1ccc(C(=O)OCC(=O)NCc2cccs2)cc1,-0.1,8,24,-7,2,15,-0.1,-1,-12,2,-6
CCOC(=O)NCc1ccccc1,0.1,7,2,-16,-2,7,-2.2,4,-15,-1,-4
CC(C)CNC(=O)[C@H](Cc1ccccc1)NC(=O)c1cccs1,-0.2,9,12,4,-4,16,0.4,-8,-6,2,6

(next part)
smiles,aDG glyco act,HIF-2a inh,Peg3 promoter,NR2E3 ag-1,CF NFkB inh,TWEAK Fn14 block,iPSC survival up,TRPM1 prom inh,Shn3 3UTR inh,NR2E3 ag-2,KKLEB tox
Cc1nn(CCC(=O)NNC(=S)Nc2ccccc2)c(C)c1Br,-0.1,2,7,5,3,5,0.2,6,12,0,-5
CC(C)=NOc1nc(N(C)C)nc(N2CCOCC2)n1,-0.1,13,8,-42,-10,-12,-0.6,nt,nt,5,3
O=C(c1cc2ccccc2oc1=O)N(Cc1ccccc1)C1CCS(=O)(=O)C1 (stereo not drawn),0.3,-157,-112,-30,-11,-31,-3.4,-55,-21,-3,8
Cc1ccc(C)c(S(=O)(=O)NCCC(=O)N2CCCC(C(N)=O)C2)c1 (stereo not drawn),0.0,9,0,-32,-13,-3,-0.3,-1,6,3,10
Cc1ccc(Nc2nc(Nc3ccc(C)cc3)nc(SC3=NCCS3)n2)cc1,1.3,-37,-6,-16,-18,24,-1.3,-12,-15,-2,17
COc1ccc(OC)c(-c2csc(NC(=O)Cc3ccccc3)n2)c1,0.1,-92,-44,-22,-9,-21,-0.3,-10,0,2,-6
O=C(CSCc1ccco1)N1CCc2ccccc21,-0.2,-237,-333,-128,-23,-19,0.1,-78,-42,6,-6
CCN1C(=NCCc2ccccn2)N[C@@H](c2cccc(F)c2)C(C(=O)OC)=C1C,0.1,5,6,-9,-6,8,-0.4,-5,-3,2,5
O=c1[nH]c(CN2CCN(c3ccccc3O)CC2)nc2ccccc12,0.0,16,25,-15,4,4,-3.0,16,9,1,4
C=CCOc1ccccc1CN1CCC(Cc2ccccc2)CC1,0.2,15,6,-50,-4,-9,-0.6,-3,23,-2,7
O=C(CSc1nnnn1-c1ccc(C(=O)O)cc1)NC1CC1,-0.5,0,7,-12,-23,4,0.2,3,1,0,6
CC1(C)Cc2nc(Cl)c(C(N)=O)cc2CO1,-0.1,12,2,-10,15,0,0.0,6,-2,2,-16
CC1CCN(C(=O)Cn2c(=O)n(Cc3ccco3)c(=O)c3sccc32)CC1,0.0,3,-1,-3,-6,19,-0.4,-8,-3,4,3
Cc1ccc(C)c(N(C)S(=O)(=O)c2cccc3nsnc23)c1,-0.2,14,12,-15,8,5,-0.8,-2,-7,3,-23
CCOc1ccc(S(=O)(=O)N2Cc3ccccc3CC2C(=O)O)cc1 (stereo not drawn),-0.1,18,12,-9,14,6,-0.5,-3,-9,1,-7
Cc1ccc(S(=O)(=O)/N=C(/c2ccc(F)cc2)N2CCOCC2)cc1,0.2,6,0,-8,-17,-6,2.3,8,-9,2,24
O=C(Nc1cccc(Cl)c1)N(CCCN1CCOCC1)Cc1ccccc1F,0.2,-28,-5,6,-10,-8,2.5,5,5,1,-3
CCN(CC)C(=O)Cn1cc(C(=O)C2CC2)c2ccccc21,-0.1,10,7,-2,-9,18,-0.2,1,10,0,16

Rows were taken by chance. Share with any hit: about 4.4%.
